Screening data as filed in PubChem BioAssay.
GPR55 activation – selective activators of receptor GPR55 – imaging, U2OS cells, beta-arrestin-GFP redistribution, primary screen (AID 1961). U2OS GPR55 beta-arrestin-GFP redistribution imaging; higher % means a stronger effect. activation, % at 10 µM; hits with a dose series show EC50 in µM. hit rate 0.048% among 290,000;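 active means activation above 40% with more than 50 cells counted in the well; inconclusive means wells holding fewer than 50 cells, flagged as toxic or sparse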;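 further: U2OS osteosarcoma cells stably expressing GPR55 and beta-arrestin-GFP; plate controls were DMSO negative control for no effect and LPI positive control for full effect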
GPR35 antagonists – GPR35 antagonists blocking zaprinast-driven arrestin recruitment, primary screen, imaging, U2OS, beta-arrestin-GFP, zaprinast agonist (AID 2058); U2OS GPR35 beta-arrestin-GFP translocation imaging, zaprinast antagonism; higher % means a stronger effect; inhibition, % at 10 µM; hits with a dose series show IC50 in µM; hit rate 0.052% among 290,000;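 active means inhibition of at least 50% with at least 30 cells and total cytoplasm GFP at most 10,000,000; inconclusive means under 30 cells or total GFP of 10,000,000 plus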
Large T inhibition – TAg ATPase/helicase activity blockers – biochemical (AID 1903). SV40 large T antigen ATPase/helicase inhibition assay; higher % means a stronger effect. inhibition, % at 20 µM, or IC50 in µM where a hit was titrated. hit rate 0.39% among 310,000; in the data active means a potency from the dose series; inconclusive means inhibition mostly from about 32% at the one dose, without a potency; inactive means the rest, 99 in 100 with inhibition below about 32%; further: strong numbers were not always called active
GPR55 antagonists – GPR55 antagonists blocking LPI-driven arrestin recruitment, primary screen, imaging, U2OS, beta-arrestin-GFP, LPI agonist (AID 2013) | U2OS GPR55 beta-arrestin-GFP translocation imaging, LPI antagonism; higher % means a stronger effect | inhibition, % at 10 µM, or IC50 in µM where a hit was titrated | hit rate 0.13% among 290,000;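 active means spots per cell inhibited over 60%, with over 100 cells counted and total cytoplasm intensity under 500,000; inconclusive means wells with under 100 cells, flagged as likely toxic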;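 further: U2OS cells stably carrying GPR55 and arrestin-GFP stimulated by 5 µM LPI near EC80; imaged beta-arrestin-GFP aggregate spots per cell after agonist stimulation; plate controls were LPI-stimulated DMSO wells for no effect and DMSO wells without LPI for full effect; some results filed as inactive read as strong as hits; confirmed hits need IC50 under 10 µM and bright autofluorescent wells are also inconclusive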
NTR1 agonist – agonists of NTR1, primary screen, imaging, U2OS cells, beta-arrestin-GFP, high content (AID 493036) | hit rate 0.17% among 330,000 | activation, % at 20 µM | NTR1-U2OS beta-arrestin-GFP spot imaging, agonist mode | P30989;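 active means activation at or above 40% of the spot to cytoplasm intensity ratio, with at least 20 cells analyzed; inconclusive means wells under 20 cells, flagged as cytotoxic or low count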;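 further: 0% = DMSO without peptide and 100% = 100 nM NTR1 peptide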
Target sequence (P30989 whole entry, looked up): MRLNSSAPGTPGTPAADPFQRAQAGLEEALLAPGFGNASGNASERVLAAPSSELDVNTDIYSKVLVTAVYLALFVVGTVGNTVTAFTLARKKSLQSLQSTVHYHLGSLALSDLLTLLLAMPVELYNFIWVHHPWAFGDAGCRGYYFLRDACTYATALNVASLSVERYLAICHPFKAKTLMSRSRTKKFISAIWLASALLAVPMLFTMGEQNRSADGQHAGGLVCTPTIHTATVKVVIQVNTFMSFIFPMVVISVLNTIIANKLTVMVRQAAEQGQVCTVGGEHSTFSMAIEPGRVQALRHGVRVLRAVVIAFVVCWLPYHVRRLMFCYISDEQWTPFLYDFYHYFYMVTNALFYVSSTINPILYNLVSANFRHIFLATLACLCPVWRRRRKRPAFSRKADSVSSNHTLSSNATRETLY
Rac1 GTP hydrolysis – MgcRacGAP GTPase-activating activity inhibitors, confirmation, biochemical, ADP Hunter fluorescence; MgcRacGAP-stimulated Rac1 GTP hydrolysis, ADP Hunter fluorescence; higher % means a stronger effect; GST-tagged Rac1 F28L mutant substrate; inhibition, % at 30 µM, or IC50 in µM where a hit was titrated; hit rate 0.6% among 340,000; AID 624330;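 active means first-screen hits whose inhibition reached a set limit at any dose in the follow-up dose series; inconclusive means inhibition above the set first-screen limit but never retested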;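 further: fluorescence reports GDP produced by GAP-driven GTP hydrolysis; strong numbers were not always called active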
Yfh1-depleted yeast – mitochondrial function rescue without frataxin homolog – Friedreich's ataxia, plus single-dose screen, dose response (AID 1465); hit rate 0.074% among 220,000; fold induction at 50 µM, or EC50 in µM where a hit was titrated; S. cerevisiae Yfh1-off respiration, WST-1 reduction, 72 h; higher fold induction means a stronger effect;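 active means fold induction of absorbance versus untreated yeast above a set limit, then at least 30% activation at any dose in follow-up; inconclusive means repeats straddling the limit, or above it without dose testing; inactive means fold induction below the set limit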;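 further: activators that raise dye reduction in frataxin-depleted yeast; strong numbers were not always called active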
NS5 inhibitors – Dengue-2 NS5 methyltransferase inhibitors, primary screen, biochemical, confirmation dose response (AID 588689); hit rate 0.3% among 340,000; inhibition, % at 25 µM, or IC50 in µM where a hit was titrated; Dengue-2 NS5 methyltransferase capping enzyme assay, biochemical; higher % means a stronger effect; in the data active means a potency from the dose series; inconclusive means inhibition above about 29% without an active follow-up result
AID2073 – disruptors of CaV2.2 binding to Mint1 – biochemical, HTRF (AID 2073); hit rate 0.19% among 290,000; HTRF protein-protein interaction, Mint1-CaV2.2; higher % means a stronger effect; inhibition, % at 20 µM, or IC50 in µM where a hit was titrated; in the data active means inhibition mostly above about 51%, no sharp cut-off; inconclusive means no clear call, values can overlap the other calls; inactive means mostly below about 53%; further: some results filed as inactive read as strong as hits
NTR1 agonist cell count 20 µM – second read-out of NTR1 agonist, no call of its own (marks repeat the call); cell count; measured here: cell count, cytotoxicity flag
NS5 inhibitors pilot replicate – also measured in NS5 inhibitors; calls as there; inhibition, %; measured here: pilot screen replicate inhibition
An asterisk follows results filed as active; i = inactive; ? = inconclusive; / = not tested or not shown; & = joins results of further samples.

SMILES	GPR55 activation	GPR35 antagonists	Large T inhibition	GPR55 antagonists	NTR1 agonist	NTR1 agonist cell count 20 µM	Rac1 GTP hydrolysis	Yfh1-depleted yeast	NS5 inhibitors	AID2073	others
O=C(Nc1nc(-c2ccc(Oc3ccccc3)cc2)cs1)C1=COCCO1	0.2%	18.8%	-0.3%	12.9%	6.1	71	3.6%	i	-1.4%	8.7%
COc1ccc(CNC(=O)CN2C(=O)CSc3ccc(S(=O)(=O)N4CCCCC4)cc32)cc1	-0.2%	12.2%	2.4%	13.2%	-0.2	57	1.5%	/	-2.6%	-0.4%
COC(=O)C1=C(C(=O)OC)[C@@H]2N(C)c3ccccc3[C@@]23C[C@@H](C(=O)OC)N(C(=O)C2CCC2)C3=N1	0.6%	15.9%	9.2%	-4.6%	1.8	62	6.7%	i	-7.2%	-4.1%
CCOC(=O)c1ccc(NC(=O)COc2cc(=O)n(CC)c3ccccc23)cc1	-0.2%	-17.9%	6.9%	-2.5%	7.5	59	0.3%	i	5.1%	49.7%
OCC1(Cc2cccc(C(F)(F)F)c2)CCN(Cc2cc(F)cc(F)c2)CC1	-0.3%	22.2%	15.5%	8.6%	4.8	51	7.9%	i	-7.6%	23.2%
O=c1[nH]c2ccccc2cc1CN(CC1CCCO1)S(=O)(=O)c1ccc(Cl)cc1 (stereo not drawn)	0.0%	-3.9%	7.2%	0.5%	2.1	56	7.1%	/	0.0%	11.9%
Cc1nc(Nc2nc3ccccc3o2)nc2c1CCC2	-0.2%	1.2%	16.8%	7.3%	-1.4	57	3.1%	i	-1.4%	-1.0%	NS5 inhibitors pilot replicate=-0.8
O=C(/C=C/c1ccc(Cl)cc1)Nc1ccc(N2CCCCC2)cc1	0.2%	7.2%	3.0%	5.9%	0.7	48	5.8%	i	-8.8%	5.1%
COC(=O)N/N=C/c1ccc(OCCSc2ccc(Cl)cc2)c(OC)c1	-0.3%	3.3%	2.7%	1.4%	6.0	41	-1.3%	i	-4.5%	-0.4%
COC(=O)[C@H](Cc1ccccc1)NC(=O)NCc1ccc(S(N)(=O)=O)cc1	-0.2%	-6.0%	2.4%	-0.6%	-1.0	63	2.4%	i	-0.8%	-1.4%
COC(=O)CNC(=O)c1ccccc1[N+](=O)[O-]	/	/	/	/	1.7	46	3.2%	i	3.4%	/
Cc1nc2ccccc2c(=O)n1/N=C/c1ccncc1	-0.1%	-4.0%	3.7%	1.6%	-1.6	96	-2.7%	i	-9.7%	5.2%
CO/N=C(/CNC(=O)c1ccc(F)cc1)c1ccc(Cl)cc1	-0.1%	9.2%	6.3%	20.0%	1.2	39	11.0%	/	-5.5%	8.9%
Cc1cc(C)n2nc(C(=O)N/N=C/c3cccs3)nc2n1	-0.2%	5.5%	3.3%	-6.3%	0.3	43	3.1%	i	-5.6%	-8.3%
Cc1c(Br)c([N+](=O)[O-])nn1CC(=O)Nc1ccccn1	-0.2%	6.1%	11.5%	-3.9%	0.1	64	8.9%	i	2.3%	-7.2%
NC(=O)Nc1ccc(Oc2c(F)c(F)c(F)c(F)c2F)cc1	-0.2%	3.5%	-2.5%	0.4%	-1.0	46	-9.6%	i	-4.3%	-7.8%
CCOC(=O)c1c(NC(=O)C[n+]2ccc(Cc3ccccc3)cc2)sc(C)c1C	-0.3%	-12.8%	7.0%	-9.4%	3.6	41	3.1%	i	-16.4%	5.7%
O=C(COC(=O)C1CC2C=CC1C2)NCc1ccc(F)cc1 (stereo not drawn)	0.0%	-8.7%	5.1%	8.8%	-1.4	52	6.6%	i	1.9%	7.4%
O=C(COc1ncnc2cc([N+](=O)[O-])ccc12)NCCc1ccc(Cl)cc1	-0.1%	1.7%	1.0%	-0.4%	-0.2	42	-7.6%	i	-3.9%	7.4%
S=C(NCc1ccco1)N1CCN(c2nc(-c3ccc(Cl)cc3)cs2)CC1	-0.6%	-2.3%	16.6%	-4.3%	3.3	67	16.6%	i	-5.3%	32.4%
CC(C)(C)NC(=O)CN1CCC(O)(c2ccccc2)CC1	-0.1%	-7.2%	-0.6%	-9.4%	0.3	60	4.9%	i	-1.4%	-3.3%
COc1cccc(NC(=O)CSc2nnc(Cn3c(=O)sc4ccccc43)n2C)c1	-0.5%	-1.1%	2.1%	-6.6%	-1.1	52	-11.5%	i	6.5%	4.1%
COc1ccc(NC(=O)c2cc(C)nn2-c2ccccc2)cc1	-0.1%	-7.8%	2.9%	-8.0%	0.7	60	6.7%	/	-2.6%	7.4%
C/C(=N\NC(=O)c1cccc(O)c1)c1cccc(NC(=O)c2ccc(F)cc2)c1	0.4%	15.9%	20.6%	-5.2%	0.2	52	3.3%	/	-5.2%	15.5%
CC(=O)Nc1nc(-c2ccccc2)nc(C)c1C(C)=O	0.2%	-11.3%	2.3%	-2.8%	1.7	29	16.4%	i	-7.0%	2.9%
CC(C)(C)c1nnc(N/N=C/c2cc(Br)ccc2O)n(N)c1=O	0.7%	-7.6%	9.7%	40.5%	/	/	1.2%	i	-7.8%	10.3%
COC(=O)[C@H](C)NC(=O)NC1CCCc2ccccc21 (stereo partly drawn)	-0.2%	-2.6%	0.6%	3.4%	-1.0	69	8.6%	i	-10.4%	-6.8%
O=CN(Cc1ccco1)C1(C(=O)NC2CCCCC2)CCCCC1	0.1%	2.4%	0.0%	4.6%	-3.1	100	3.7%	i	-4.0%	20.5%
COc1ccc(OCc2nnc(SCC(N)=O)n2N)cc1	0.0%	-1.2%	-0.3%	9.6%	0.3	32	9.5%	i	-4.1%	0.7%
C/C(=N\NC(=O)c1cc(O)ccc1O)c1cccc(NC(=O)c2cccc(Cl)c2)c1	-0.1%	-1.9%	18.0%	2.6%	-0.5	65	25.5%	/	-6.4%	11.1%
CCN(CC)S(=O)(=O)c1ccc(N/N=C/c2cc(OC)ccc2O)nc1	0.1%	22.9%	-18.7%	-3.4%	0.2	35	5.1%	i	-2.9%	23.3%
Cn1cc(CN(CCO)Cc2cccs2)c(-c2cccc(Cl)c2)n1	-0.2%	-2.7%	8.5%	8.6%	1.1	65	2.6%	i	-10.8%	0.7%
CCN(CC)S(=O)(=O)c1ccc(C(=O)/C=C/c2ccc(-c3ccc([N+](=O)[O-])cc3)o2)cc1	0.2%	4.5%	8.4%	1.3%	-2.0	75	6.5%	i	15.2%	23.7%
CNCCCCOc1ccccc1Cc1ccccc1	-0.5%	-3.2%	20.1%&6.0%	-10.2%	3.4	64	/	i	/	15.4%
CCOc1ccc(Cl)cc1CSc1ncn[nH]1	0.2%	-5.8%	6.6%	-2.9%	-1.4	75	10.4%	i	-1.8%	-2.5%
Nc1nc(F)nc2c1ncn2[C@@H]1O[C@H](CO)[C@@H](O)[C@H]1O	/	/	13.0%	/	-0.8	66	-0.7%	i	1.5%	/
Cc1cccc(C(=O)Nc2nc(C)c(C(=O)Nc3ccc4c(c3)CCC4)s2)c1	-0.1%	4.4%	8.4%	-25.0%	2.7	37	10.0%	i	-5.4%	24.6%
C#CCOc1c(Cl)cc(/C=C2/C(=O)ON=C2C)cc1OCC	-0.1%	11.2%	28.6%	-6.2%	-1.1	87	7.3%	/	>100µM*	33.7%
CS(=O)(=O)N(CC(=O)NCCSCc1ccccc1)c1ccccc1Cl	-0.1%	-0.9%	2.1%	2.1%	1.5	78	14.8%	/	-8.1%	3.4%
CCOC(=O)C1(CC2CCCCO2)CCN(Cc2cc3ccccc3[nH]2)CC1 (stereo not drawn)	-0.1%	22.4%	9.5%	21.3%	0.0	82	-3.3%	i	-20.5%	18.4%
CCN(CC)CCN1C(=O)c2ccccc2NC1c1cc(OC)c(OC)c(OC)c1 (stereo not drawn)	-0.2%	-4.0%	3.6%	-9.0%	0.5	46	-0.7%	i	-2.0%	19.0%
COC(=O)c1cccc(C23CC4(C2)[C@H](CN(C)[C@@H]4c2ccccc2)C3c2ccccc2)c1 (stereo partly drawn)	0.7%	5.8%	4.8%	0.9%	2.2	48	-0.9%	i	1.4%	6.6%
Cc1ccc(-c2c[n+](CC(=O)N3c4ccccc4Sc4ccccc43)c3n2CCC3)cc1	-0.3%	-10.3%	?	5.6%	0.5	55	18.7%	i	-10.9%	-4.1%
CC(C)NS(=O)(=O)c1ccc(CCC(=O)Nc2ccc3c(c2)OCO3)cc1	-0.1%	1.5%	-0.2%	18.7%	-1.1	46	1.8%	i	0.0%	2.6%
CCOC(=O)c1[nH]c(C)c(C(=O)NCCc2ccc(OC)cc2)c1C	-0.2%	-13.0%	-14.1%	6.8%	0.2	84	7.4%	i	4.1%	-5.4%
Cn1c(SCC(=O)Nc2cccc(S(=O)(=O)NC3=NCCCCC3)c2)nnc1-c1ccncc1	-0.1%	8.1%	12.0%	14.4%	0.0	42	3.7%	i	-2.4%	17.3%
O=c1[nH]c2cccnc2n1Cc1ccco1	0.0%	0.7%	9.5%	0.5%	-0.8	86	4.4%	i	-7.0%	9.5%
COC(=O)c1cc(-c2c(C)nn(-c3ccccc3)c2C)n[nH]1	-0.1%	-7.7%	2.9%	2.6%	0.1	44	4.4%	i	-4.2%	-2.1%
CCCc1nc2c(nnn2Cc2ccccc2Cl)c(=O)[nH]1	-0.1%	3.7%	16.9%	-0.6%	-0.8	60	-1.1%	i	-5.2%	7.4%
CC1=C(C(=O)OCC2CCCO2)C(c2ccc(O)cc2)NC(=O)N1 (stereo not drawn)	0.3%	12.7%	10.7%	1.8%	1.4	61	4.9%	i	-4.0%	-2.1%
O=C(COC(=O)CCc1c[nH]c2ccccc12)Nc1cc([N+](=O)[O-])ccc1Cl	0.0%	-1.0%	-10.3%	14.6%	1.9	46	8.9%	i	0.0%	-4.8%
Cc1cc(=O)oc2cc(OCC(=O)N3CCCC(C)C3)ccc12 (stereo not drawn)	0.4%	-16.9%	16.1%	-1.5%	-1.8	33	3.7%	i	-0.7%	3.0%

Random draw from the library; overall some 1.7% were active at least once.
